KinaseGlo FLuc: counter-screen: inhibitors of Kinase-Glo firefly luciferase; Q27757; Kinase-Glo luciferase, ATP luminescence, 8 min; Potency, µM (doses to about 38.3 µM), for inactives: top-dose activity change, negative = inhibition, hits mostly inhibitors; hit rate 0.28% among 200,000; further: potency means the concentration at half of the fitted maximal effect; on the % scale 0 is the no-effect control and ±100 the full control effect; nearly all actives have a fitted effect of over 60% in size
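Substrate mix (final 50 mM imidazole pH 7.2, 50 mM KCl, 7 mM MgCl2, 10 uM ATP, 0.01% Tween 20, 0.05% BSA) plus pin-tool compound, then Kinase-Glo detection mix; 8 min ambient, luminescence read.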
CBFb-RUNX1 inh: blocks binding between human CBF-beta and RUNX1; 230,000 tested, under 10 active; AlphaScreen CBFb-His/RUNX1-biotin binding, biochemical; AID 1477; Potency, µM (top dose mostly 59.8 µM), without a hit: top-dose activity, negative = inhibition, hits mostly inhibitors; further: % of control where 0% means no effect
Target sequence (Q01196 whole entry, looked up): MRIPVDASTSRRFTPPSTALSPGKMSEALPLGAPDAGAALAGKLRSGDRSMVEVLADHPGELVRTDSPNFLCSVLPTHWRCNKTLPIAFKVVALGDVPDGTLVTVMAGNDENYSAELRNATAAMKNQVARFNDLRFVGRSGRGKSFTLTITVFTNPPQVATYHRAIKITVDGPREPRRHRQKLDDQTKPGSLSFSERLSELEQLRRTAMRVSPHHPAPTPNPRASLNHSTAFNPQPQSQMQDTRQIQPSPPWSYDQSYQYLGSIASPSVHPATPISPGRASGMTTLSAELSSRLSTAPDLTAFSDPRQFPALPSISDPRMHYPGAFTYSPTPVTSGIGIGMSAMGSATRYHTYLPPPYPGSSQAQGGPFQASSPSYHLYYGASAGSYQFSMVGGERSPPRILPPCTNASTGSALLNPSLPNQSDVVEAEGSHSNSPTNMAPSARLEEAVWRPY
Target sequence (Q13951 whole entry, looked up): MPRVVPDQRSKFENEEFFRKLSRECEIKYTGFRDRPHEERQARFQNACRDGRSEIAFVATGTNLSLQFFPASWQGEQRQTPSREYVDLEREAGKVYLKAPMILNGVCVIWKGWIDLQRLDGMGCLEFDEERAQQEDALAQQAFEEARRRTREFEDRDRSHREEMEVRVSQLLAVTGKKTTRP
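Proteins preincubated together for 20 min at RT before compound addition; 15 min later, nickel and streptavidin beads were added and left 90 min prior to AlphaScreen measurement.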
Lamin A splicing: modulators of lamin A splicing; HeLa LMNA splicing GFP/RFP minigene ratio, 48 h; Potency, µM (highest dose often 46.1 µM), inactives show at the top dose ratio change, negative = inhibition, hits mostly inhibitors; hit rate 0.01% among 200,000; AID 1487; active means well fitted inhibition curve with a large enough effect in the signal ratio, with a control signal flat, not every such curve was filed as active; inconclusive means small, poorly fitted or top-dose-only effect, or effect the other way, or a change in a side signal; the % refers to the signal ratio; further: potency means the concentration at half of the fitted maximal effect; on the % scale 0 is the no-effect control and ±100 the full control effect
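S3 HeLa cells stably expressing lamin A-EGFP splicing minigene plus DsRed2, 600 cells/well, 48 h compound exposure at 37C. Laser-scanning cytometry; analysed as GFP (500-530 nm)/RFP (575-640 nm) total intensity ratio; 0.5% DMSO vehicle.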
IMPase Li inh: IMPase inhibition in cells with lithium potentiation | CHO-M1 cells, IP1 TR-FRET (IP-One), carbachol + lithium | Potency, µM (titrated, usually from 59.4 µM), for the others: top-dose activity, negative = IMPase inhibition, actives largely listed as inhibitors | hit rate 0.35% among 210,000 | AID 1457;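 further: IP1 builds up when IMPase is blocked and the TR-FRET signal falls; potency means the concentration at half of the fitted maximal effect; plate controls were basal vehicle for no effect and high inhibitor control for full effect; nearly all actives have a fitted effect of over 50% in size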
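Test compounds were applied to CHO-M1 cells previously cultured for 16–30 h at 2000 per well. A small lithium amount accompanied them; after 30 min at 37C, IP1 was quantified by TR-FRET.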
Epigenetic reg: regulators of epigenetic silencing causing reporter derepression in mouse cells; murine LDR cells, GFP reporter derepression, 30 h; AID 1865; Potency, µM (doses to about 53.9 µM), for inactives: at the highest dose GFP activation, usual class: activators; hit rate 0.2% among 280,000; further: potency means the concentration at half of the fitted maximal effect; % of control where 0% means no effect; nearly all actives have a fitted effect of over 60% in size
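GFP-positive cell count by laser-scanning cytometry (objects 20–120 um) after 30 h, 37 C compound exposure of murine LDR cells; reporter is CMV-GFP integrated at a silenced locus, inducible by HDAC or DNMT inhibitors.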
HttQ103 aggreg: inhibitors of mutant huntingtin aggregate formation in PC12 cells; PC12 HttQ103-GFP aggregates, Acumen cytometry, 40 h; hit rate 1.1% among 220,000; Potency, µM (top dose mostly 46.1 µM), for inactives: at the highest dose activity change, negative = inhibition, most hits filed as inhibitors; further: potency means the concentration at half of the fitted maximal effect; on the % scale 0 is the no-effect control and ±100 the full control effect; nearly all actives have a fitted effect of over 60% in size
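Using laser scanning cytometry, GFP-positive aggregates were counted after lysis of PC12 cells induced with 100 nM tebufenozide to express HTT exon 1 Q103–GFP. Compounds were tested in titration.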
NPSR antagonist: antagonists of human neuropeptide S receptor cAMP signaling; Q6W5P4; CHO-NPSR cells, cAMP TR-FRET, antagonist mode; Potency, µM (doses to about 38.3 µM), without a hit: at the highest dose activity change, negative = inhibition, most hits filed as inhibitors; hit rate 1% among 220,000; further: potency means the concentration at half of the fitted maximal effect; on the % scale 0 is the no-effect control and ±100 the full control effect; nearly all actives have a fitted effect of over 50% in size; many of its hits are not listed in these tables
Target sequence (Q6W5P4 whole entry, looked up): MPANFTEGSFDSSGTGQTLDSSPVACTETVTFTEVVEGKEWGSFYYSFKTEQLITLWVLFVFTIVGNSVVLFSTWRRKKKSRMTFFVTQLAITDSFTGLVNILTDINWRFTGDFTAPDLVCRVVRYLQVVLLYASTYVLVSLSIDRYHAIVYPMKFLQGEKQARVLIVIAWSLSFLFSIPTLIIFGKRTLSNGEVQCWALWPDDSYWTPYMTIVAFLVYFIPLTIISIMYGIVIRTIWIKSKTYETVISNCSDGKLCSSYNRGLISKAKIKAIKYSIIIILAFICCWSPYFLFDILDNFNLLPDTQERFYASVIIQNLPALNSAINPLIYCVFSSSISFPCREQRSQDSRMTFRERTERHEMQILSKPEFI
Numbers without * were called inactive; ? = inconclusive; / = no result given; & = joins results of further samples; [ ] = another dose, or the depositor's remark. Unless noted, the call rests on the fitted dose curve; in most records, active means well fitted curve in the direction sought with a large enough effect; inconclusive means small, poorly fitted or top-dose-only effect, or another doubt; inactive means no such curve, though single readings can be large; an effect the other way counts as inactive or inconclusive.

canonical_smiles	KinaseGlo FLuc	CBFb-RUNX1 inh	Lamin A splicing	IMPase Li inh	Epigenetic reg	HttQ103 aggreg	NPSR antagonist
CCOC(=O)N1CCN(c2cccc(C)c2C)CC1	1.0%	8.0%	9.4%	-1.3%	1.1%	-1.2%	-9.8%
COc1cc(-c2noc(-c3ccccc3C(=O)NCc3ccco3)n2)cc(OC)c1OC	1.3%	3.4%	-25.3%	15.6%[38.3 µM]	0.0%	0.3%	-16.8%[46.1 µM]
COc1ccc(CCN(Cc2ccccn2)C(=S)Nc2ccc(C)cc2)cc1OC	-2.2%	-4.4%	-20.8%[46 µM]	-4.1%	-2.7%	24.7%	-14.0%
COc1ccc(-c2cc(C(=O)N/N=C/c3sccc3C)c3ccccc3n2)c(OC)c1	3.5%	-1.2%	?	-8.3%[38.3 µM]	-3.2%	-10.0%[9.22 µM]	?
COC(=O)c1cccc(Nc2ccc([N+](=O)[O-])cn2)c1	-0.2%	6.1%	10.2%[46 µM]	3.8%	5.9%	-9.6%[9.22 µM]	-11.6%
CCCCN(CCCC)c1cn[nH]c(=O)c1Cl	-1.2%	5.5%	5.9%	17.6%	-1.0%	2.8%	-11.6%[46.1 µM]
COc1cccc(/C=N/Nc2nc(Nc3ccc([N+](=O)[O-])cc3)nc(N3CCCC3)n2)c1O	0.0%	?	?	-4.1%	1.1%	?	-23.2%
Cc1ccc(S(=O)(=O)NC2=NCN(CCc3ccccc3)CN2)cc1	-3.0%	3.1%	-1.3%	20.9%[38.3 µM]	2.9%	1.4%	5.8%[46.1 µM]
CCN(Cc1ccncc1)Cc1c(O)ccc2ccccc12	0.9%	-8.8%	/	-2.0%	0.9%	36.9%	-2.1%
CCCC1=NN(C(=O)Cc2ccc(OC)c(OC)c2)C(O)(C(F)(F)F)C1 (configuration not stated)	/	3.6%	/	/	0.1%	-8.6%[9.22 µM]	-7.7%
O=C(COC(=O)c1cc(=O)c2ccccc2o1)NC1CCCCC1	-0.5%	8.0%	?	-9.5%	1.5%	-4.8%	25.9%
CCC(=O)Oc1ccc(C(=O)Nc2ccccc2C(=O)NCC(C)C)cc1	-0.8%	11.2%	-9.9%[46 µM]	7.1%	-0.6%	7.1%	-12.9%
COc1cccc2c1OC[C@@H](CO)[C@H]2N(C)C(=O)Nc1ccc(Cl)cc1Cl	-0.2%	-0.6%	?	6.4%[38.3 µM]	6.3%	-19.7%	-10.0%[46.1 µM]
CCOC(=O)c1ccc(NC(=S)NC2CC(C)(C)NC(C)(C)C2)cc1	-3.7%	0.4%	-5.9%	-10.0%[38.3 µM]	0.8%	-5.7%	?
CCOC(=O)c1[nH]c(C)c(C(=O)N2CCN(c3ccccc3)CC2)c1C	-5.2%	-0.1%	?	-12.5%[38.3 µM]	-0.9%	0.2%	-3.8%[46.1 µM]
Cn1c(=O)c2c(nc(NCC3CCCO3)n2Cc2ccccc2)n(C)c1=O (configuration not stated)	3.9%	4.1%	-5.6%	14.3%	-1.0%	-11.3%	-1.1%
NNC(=O)c1cccc(S(=O)(=O)Nc2cc(Cl)ccc2Cl)c1	/	2.7%	/	/	-0.5%	42.1%[9.22 µM]	4.3%
CC1(C(O)(C#CC[N+]2(C)CCCCC2)c2ccccc2)CCCC1 (configuration not stated)	-1.0%	-2.1%	11.5%[46 µM]	34.6%[activator]	-2.7%	3.1%[9.22 µM]	10.3%
COc1ccc(S(=O)(=O)N(C)C)cc1NC(=O)Cc1c[nH]c2ccccc12	-5.3%	-21.9%	/	5.0%	1.7%	9.2%	-14.3%
CC1=NN(c2ccccc2)C(=O)C1(C)[N+](=O)[O-] (configuration not stated)	0.4%	5.1%	0.2%	-2.7%	1.1%	-11.5%	12.0%
CC1(c2ccccc2)NC(=O)N(CCOc2ccccc2)C1=O (configuration not stated)	14.3%	2.0%	16.8%	1.6%[38.3 µM]	6.8%	6.3%	-26.4%[46.1 µM]
COc1ccc(-c2nn(-c3ccccc3)cc2C(=O)O)cc1OC	10.2%	-2.6%	8.7%	24.5%[38.3 µM]	-6.9%	-6.0%	-26.7%[46.1 µM]
CCCOc1ccc(/C=N/NC(=O)CN(c2ccc(OCC)cc2)S(C)(=O)=O)cc1	/	3.9%	/	/	-1.0%	?	-30.7%
CCCSc1ccc(C(=O)Nc2ccc(F)cc2F)cn1	-12.9%	5.5%	21.9%[46 µM]	7.9%	-0.5%	?	1.8%
CN1C(=O)c2cccc3c(Cl)ccc(c23)C1=O	-4.2%	-0.7%	16.4%	6.7%[38.3 µM]	-0.2%	-8.5%	-8.5%[46.1 µM]
CCN(CC)CC(=O)Nc1c(C#N)cnn1-c1ccccc1	/	-10.3%	/	/	1.1%	-12.8%[9.22 µM]	-0.5%
O=C(CC1CC2CCC1C2)NCc1cccs1 (configuration not stated)	-1.6%	3.8%	10.2%	22.6%[38.3 µM]	1.9%	-6.8%	5.2%[46.1 µM]
CCNc1nc(NCC)n2c(SC(C)C(=O)c3ccc(C)cc3)nnc2n1 (configuration not stated)	-1.5%	-5.4%	-23.8%	-0.7%	0.0%	-18.3%	13.5%
CC(C)Cn1c(SCC(=O)NC(=O)Nc2ccc3c(c2)OCCO3)nc2ccccc2c1=O	-0.5%	6.2%	5.5%	?	1.6%	?	-5.5%[46.1 µM]
Fc1ccc(C2=CC(c3ccc(Br)o3)n3ncnc3N2)cc1 (configuration not stated)	3.2%	-1.8%	?	-19.8%	-10.3%	7.6%	-38.9%
CC(=O)[C@]1(O)Cc2c(O)c3c(c(O)c2[C@@H](O[C@H]2C[C@H](N)[C@H](O)[C@H](C)O2)C1)C(=O)c1ccccc1C3=O	-4.0%	0.7%	?	42.1%[activator]	?	0.631µM*	-9.4%[46.1 µM]
Cc1c(C(=O)NCc2n[nH]c(=S)n2-c2ccc(F)cc2)cccc1[N+](=O)[O-]	-0.1%	-0.6%	/	6.2%	3.5%	-7.6%	3.8%

The final two compounds of the section before open the next one.
canonical_smiles	KinaseGlo FLuc	CBFb-RUNX1 inh	Lamin A splicing	IMPase Li inh	Epigenetic reg	HttQ103 aggreg	NPSR antagonist
CC(=O)[C@]1(O)Cc2c(O)c3c(c(O)c2[C@@H](O[C@H]2C[C@H](N)[C@H](O)[C@H](C)O2)C1)C(=O)c1ccccc1C3=O	-4.0%	0.7%	?	42.1%[activator]	?	0.631µM*	-9.4%[46.1 µM]
Cc1c(C(=O)NCc2n[nH]c(=S)n2-c2ccc(F)cc2)cccc1[N+](=O)[O-]	-0.1%	-0.6%	/	6.2%	3.5%	-7.6%	3.8%
CCOc1ccccc1CSc1nc2ccccc2[nH]1	-0.3%	-0.7%	-21.6%	12.8%	2.0%	15.6%	-6.8%
Cc1ccc(-c2csc(N/N=C/c3ccco3)n2)cc1	-1.0%	-21.8%	-0.4%	1.9%[38.3 µM]	-1.2%	23.0%	-15.9%[46.1 µM]
Cc1ccc(C)c(NS(=O)(=O)c2ccc3c(c2)Cc2cc(S(=O)(=O)Nc4cc(C)ccc4C)ccc2-3)c1	5.4%	-5.8%	-3.5%	1.6%	4.3%	23.8%	-3.6%
CC(=O)c1cccc(NC(=O)CSc2ccc(-c3ccc4c(c3)OCO4)nn2)c1	-12.6%	-12.8%	-13.3%	8.8%	-1.3%	-0.3%	-6.0%
CCCC1=C(C(=O)OCC)C(c2sccc2C)n2ncnc2N1 (configuration not stated)	/	0.8%	-24.7%[46 µM]	/	1.1%	39.2%[9.22 µM]	33.9%
CCOC(=O)c1ccc(N2CCN(c3ccc(F)cc3)CC2)c(NC(=O)Nc2cccc(OC)c2)c1	-2.2%	-9.0%	-8.8%[46 µM]	?	4.0%&-0.9%	6.0%	-26.7%
Nc1nc2c(nc(Br)n2C2OC(CO)C(O)C2O)c(=O)[nH]1 (configuration not stated)	-1.4%	/	-4.8%	0.0%	-1.3%	/	/
O=C1C2CC=CCC2C(=O)N1c1ccc(NCCc2ccccc2F)c([N+](=O)[O-])c1 (configuration not stated)	2.9%	-7.7%	12.5%	9.6%	-1.8%	-6.1%	-4.6%
O=[N+]([O-])c1cccc(-c2cn3nc(-c4ccccc4)c(-c4ccccc4)nc3n2)c1	/	14.9%	-8.4%[46 µM]	/	3.2%	10.5%[9.22 µM]	17.9%
CCOc1ccc2nc(Cl)c(C3CC(c4ccco4)=NN3S(C)(=O)=O)cc2c1 (configuration not stated)	/	-1.7%	/	/	1.1%	-11.3%[9.22 µM]	1.2%[7.67 µM]
O=C(O)Cc1csc(Nc2cccc(Cl)c2)n1	-1.9%	-4.4%	-0.2%	-3.3%	1.3%	-13.6%	14.9%[46.1 µM]
CC1=NN(C(C)C)C(=O)C1	0.1%	-0.6%	1.0%	-5.0%[38.3 µM]	1.0%	1.2%	15.3%[46.1 µM]
O=C(c1nc2ccccc2[nH]1)c1ccccc1[N+](=O)[O-]	/	2.3%	/	/	0.5%	-14.6%[9.22 µM]	-5.8%
NC(=O)CC(NC(=O)Cc1cccc2ccccc12)c1ccc(NCCc2cccc(F)c2)c([N+](=O)[O-])c1 (configuration not stated)	/	0.5%	/	/	?	0.0%[9.22 µM]	-29.6%
Cc1cccc(NC(NC(=O)c2cccnc2)C(Cl)(Cl)Cl)c1 (configuration not stated)	-1.7%	4.8%	2.4%	0.7%[38.3 µM]	-0.4%	-17.6%	-10.5%[46.1 µM]
COc1ccc(N(C)C(=O)c2ccc3nc(-c4ccccc4)c(-c4ccccc4)nc3c2)cc1	-6.2%	-26.7%	12.4%	4.5%[38.3 µM]	0.6%	?	?
CC(=O)c1ccc(OCC(=O)Nc2ccc3nc(C)sc3c2)cc1	0.9%	3.8%	3.0%[46 µM]	6.4%	0.1%	?	-1.4%
O=c1[nH]c(SCc2ccccc2)nc2[nH]ncc12	-0.7%	4.8%	-0.4%[46 µM]	-3.2%	0.9%	-16.2%	9.7%
CCOC(=O)c1cccc(NC(=O)C2CCCN(S(=O)(=O)c3cnc[nH]3)C2)c1 (configuration not stated)	0.4%	2.7%	-1.0%	6.6%[38.3 µM]	0.1%	-8.7%	-7.1%[46.1 µM]
CC1(C)Cc2nc3sc4c(=O)n(CC(N)=O)cnc4c3cc2CO1	-3.9%	-7.6%	1.1%	-5.8%[38.3 µM]	-3.9%	-3.8%	-5.4%[46.1 µM]
Oc1ccccc1OCCOc1ccccc1OCCOc1ccccc1O	/	-1.2%	?	/	-1.1%	-27.8%[9.22 µM]	-29.6%

Bioassay records (PubChem BioAssay)

A portion of the library; rates above refer to the full screens.
